RmlC RmlD mix: mixture blocks RmlC and RmlD coupled enzyme activity. inhibition, % at 5.5 µM. RmlC/RmlD coupled enzyme inhibition, 384-well mixture HTS. actives 0.39% (n = 110,000); in the data active = inhibition above about 30%, passing the limit was not always enough; also: strong numbers were not always called active
HIV RNase H inh: blocks HIV-1 RNase H cleavage of RNA/DNA duplex; RT-RNase H RNA/DNA duplex cleavage, fluorescence; AID 565; inhibition, % at 10 µM; P04585; actives 1.9% (n = 65,000); in the data active = inhibition above about 50%
Numbers without * were called inactive; nt = not tested or not shown. An excerpt (hit frequency here may not be typical).

compound | RmlC RmlD mix | HIV RNase H inh
Cc1cc(C)c2nc(C(F)(F)F)nc(NCCCN3CCCC3=O)c2c1 | -28 | 0
O=C(N/N=C/c1ccc(N2CCOCC2)o1)c1cccc(C(F)(F)F)c1 | 15 | nt
Cc1ccc(C)n1NC(=O)c1ccccc1O | 1 | nt
C=C(C)CSc1nc(C)c(Cc2ccccc2)c(=O)[nH]1 | 7 | -58
Cc1ccc(-n2c(-c3ccncc3)nnc2-c2cccs2)cc1 | -17 | -12
CCOC(=O)Cc1nnc(NC(=O)CSc2nncn2C)s1 | 5 | 1
Cc1cc(C)c(S(=O)(=O)N2CCCC(C(=O)NCCC3=CCCCC3)C2)c(C)c1 (stereo unspecified) | 9 | nt
CCS(=O)(=O)NCCCc1ccccc1 | 9 | -10
COC(=O)c1ccc(CSc2nc(N)cc(N)n2)cc1 | -11 | -13
CN1CCc2c(c3ccccc3n2Cc2ccccc2)C1 | -3 | -6
COCCNc1oc(COc2cccc(C)c2)nc1C#N | 7 | -49
CCOC(=O)c1c(C)[nH]c(C)c1C(=O)COC(=O)[C@@H]1CCCN1S(=O)(=O)c1ccc(Cl)cc1 | 3 | nt
CCC1(CC)NC(=O)N(CC(=O)NCc2ccc3c(c2)OCO3)C1=O | -4 | nt
CCCCCC[C@@H]([C@@H](C)O)n1cnc2c(N)ncnc21 | 11 | nt
O=C(COC(=O)Cc1ccc2c(c1)OCCO2)Nc1ccc(S(=O)(=O)N2CCCC2)cc1 | 5 | nt
COc1ccc(S(=O)(=O)CCC(=O)Nc2ccc(OC)cc2OC)cc1 | 82 | nt
Fc1cccc(NCc2ccoc2)c1 | -6 | -10
CCCC(=O)Nc1ccc(NC(=O)Cc2ccccc2)cn1 | 0 | -12
CCOC(=O)c1c(C)c(-c2ccccc2)n(CC(=O)NCCC(C)C)c1C | -1 | nt
O=C(NCc1ccco1)Nc1ccc2nsnc2c1 | -12 | -3
O=C(c1ccc(Cn2cc(Cl)cn2)cc1)N1CCN(c2ccccc2)CC1 | -3 | -10
CC(C)NC(=O)c1ccccc1NC(=O)C1COc2ccccc2O1 (stereo unspecified) | 178 | nt
Cn1c(CN2CCCCC2)nc2cc(NC(=O)c3ccccc3)ccc21 | -69 | -2
CCOc1ccc(NC(=O)CCCOc2cc(=O)n(C)c3ccccc23)cc1 | 6 | nt
Nc1ccc(-c2cc(N)n(-c3ccccc3)n2)cc1 | 5 | -18
CCCS(=O)(=O)N1CCC(C(=O)N2CCCC2)CC1 | 6 | -5
Cn1c(=O)c2c(nc(N3CCCCC3)n2CCNC2=NCCC2)n(C)c1=O | 4 | -18
CCOC(=O)CNC(=O)CSc1nc(N)cc(N)n1 | 6 | -7
Cc1[nH]c2ccccc2c1C(=O)CN1CCCC1 | 3 | -12
O=C1c2ccccc2C(=O)C1c1nccc2ccccc12 | 0 | 28
CSc1cc(-c2ccc(Cl)cc2)c(C(=O)N2CCCC2)s1 | -14 | nt
CC1=CCC(Cc2nc3ccccc3o2)C1(C)C (stereo unspecified) | -3 | -15
CC1(C)CC(=O)C(C=NCCN2CCOCC2)=C(O)C1 | 4 | 0
COC(=O)c1cc2sccc2n1Cc1ccc(C)cc1 | 6 | -54
CCOC(=O)N1CCN(CCC(=O)Nc2cc(OC)cc(OC)c2)CC1 | 6 | nt
CC(C)OC(=O)CSc1nnc(-c2ccc(Cl)cc2Cl)n1N | 1 | -1
Cc1cccc(NC(=O)C2CCN(c3nccc(C)n3)CC2)c1 | -10 | -14
Cc1ccc(-n2nc(C)c(C3C(C#N)=C(N)OC4=C3C(=O)CC(C)(C)C4)c2Cl)cc1 (stereo unspecified) | nt | -11
CC1CSc2ccccc2NC1=S (stereo unspecified) | 11 | nt
O=C1c2ccccc2NC2CCCCCN12 (stereo unspecified) | 18 | -2

Brought forward from above: 7 compounds, followed by the next part.
compound | RmlC RmlD mix | HIV RNase H inh
COC(=O)c1cc2sccc2n1Cc1ccc(C)cc1 | 6 | -54
CCOC(=O)N1CCN(CCC(=O)Nc2cc(OC)cc(OC)c2)CC1 | 6 | nt
CC(C)OC(=O)CSc1nnc(-c2ccc(Cl)cc2Cl)n1N | 1 | -1
Cc1cccc(NC(=O)C2CCN(c3nccc(C)n3)CC2)c1 | -10 | -14
Cc1ccc(-n2nc(C)c(C3C(C#N)=C(N)OC4=C3C(=O)CC(C)(C)C4)c2Cl)cc1 (stereo unspecified) | nt | -11
CC1CSc2ccccc2NC1=S (stereo unspecified) | 11 | nt
O=C1c2ccccc2NC2CCCCCN12 (stereo unspecified) | 18 | -2
O=C(O)C1C2C=CC(O2)C1C(=O)Nc1ccc(S(=O)(=O)Nc2ccccc2)cc1 (stereo unspecified) | nt | 58*
COC(=O)c1cc(C#N)c(Oc2ccccc2)nc1C | 7 | nt
CCCOc1ccc(N2C(=O)CC(NCCNc3ccc(S(=O)(=O)CC)cc3)C2=O)cc1 (stereo unspecified) | -7 | 7
COc1cc2c(cc1OC)CN(C(=O)C1(c3ccccc3)CC1)CC2 | -10 | -6
CCN(CC)CCN1C(=O)C(O)=C(C(=O)c2ccco2)C1c1ccccn1 (stereo unspecified) | 10 | -7
CC(C)NC(=O)C(OC(=O)c1ccccc1)C(OC(=O)c1ccccc1)C(=O)O (stereo unspecified) | -11 | nt
C[C@H]1CC[C@]2(O[C@@H](CCO)C[C@@H](O)[C@@H]2O)O1 | 6 | nt
Cc1cc2nc(NC3=NCN(Cc4cccnc4)CN3)nc(C)c2cc1C | nt | 9
O=S(=O)(NC12CC3CC(CC(C3)C1)C2)c1ccc(F)cc1 | -3 | nt
CC1(CC(=O)N/N=C/c2ccc(-c3ccc(C(=O)O)cc3)o2)OCCO1 | -4 | nt
O=C(COc1ccc(Cl)cc1Cl)Nc1ccccn1 | -6 | -73
O=C1CCCC(O)=C1C=Nc1ccc(O)cc1 | 5 | -1
CCCCCCNCc1ccc(Br)cc1 | 6 | nt
CCOC(=O)c1cc2sccc2n1CCCN1C(=O)c2ccccc2C1=O | -6 | -12
OCC[C@H]1C[C@H](O)[C@@H](O)[C@]2(CCCO2)O1 | -10 | nt
c1ccc(C(c2ccccc2)N2CCN(c3nc4ccccc4n4cnnc34)CC2)cc1 | 3 | nt
Cc1nnc(NC(=O)C(C)Oc2ccc3c(C)cc(=O)oc3c2)s1 (stereo unspecified) | -6 | 14
CC(C)CCn1nnnc1C(c1ccccc1)N1CCC(C(N)=O)CC1 (stereo unspecified) | -12 | -8
CCC(=O)Nc1sc2c(c1C#N)CC(C)(CC)OC2 (stereo unspecified) | 4 | nt
Cc1coc(C)c1C(=O)CC1(O)C(=O)N(Cc2ccccc2)c2ccccc21 (stereo unspecified) | 8 | -12
CCOC(=O)c1[nH]c2ccc(OC)cc2c1NC(=O)C(C)N1CCC2(CC1)OCCO2 (stereo unspecified) | 27 | 3
O=C(O)c1ccc(NS(=O)(=O)/C=C/c2ccccc2)cc1 | -7 | -6
COc1ccc(-c2nc(C#N)c(NCCN(C)C)o2)cc1 | -8 | -7
COc1ccc(CNC(=O)CN(c2cccc(OC)c2)S(C)(=O)=O)cc1 | 5 | -6
COc1ccccc1NC(=O)c1cccc(S(=O)(=O)N2CCOCC2)c1 | -2 | -6
CC(=O)Nc1ccc(S(=O)(=O)Nc2cccc(-c3nc4cc(C)ccc4o3)c2)cc1 | nt | 2
O=C(NCc1cccs1)C1CC(=O)N(c2ccccc2)C1 (stereo unspecified) | -14 | -8
O=C(CN1CCCCC1)Nc1ccc(F)c(Cl)c1 | -11 | -15
CCCCC1=CC2=CC(=O)C(C)(OC(=O)CC)C(=O)C2=CN1C1CCCC1 (stereo unspecified) | 13 | nt
O=C(c1cc2c(s1)CCC2)N1CCN(c2ccccc2)CC1 | 6 | nt
Cc1cc(C(=O)C(C)OC(=O)C2=NNC(=O)CC2)c(C)n1-c1ccc(OC(F)F)cc1 (stereo unspecified) | 2 | nt
O=C(CNCC1CCCO1)Nc1ccccc1-n1cccc1 (stereo unspecified) | 2 | -4
CC1CCN(c2nc(-c3ccncc3)nc3ccccc23)CC1 | 8 | -37
C/C(=N/NC(=O)c1ccc(NC(=O)c2ccc(F)cc2)cc1)c1ccccc1 | -3 | nt
CC(C)(C)c1cc(-c2ccco2)c(C#N)c(SCC#N)n1 | -1 | -7
CCCC1(C(=O)O)NC(c2cccc(OC)c2O)C2C(=O)N(c3ccccc3)C(=O)C21 (stereo unspecified) | -9 | -15
Cc1cc(=O)c2ccccc2[nH]1 | 26 | -6
CCc1ccc2c(c1)[C@]1(C(=O)N2)[C@@H]2C(=O)N(Cc3ccccc3)C(=O)[C@@H]2[C@@H]2CCCN21 | -4 | 0
CSc1cccc(NC(=O)c2ccccc2N(C)S(C)(=O)=O)c1 | 7 | nt
Cc1nnc(Nc2ccccc2)n(N)c1=O | -7 | nt
COc1cc(N=c2ssnc2Cl)cc(OC)c1OC | 12 | 91*
COCCNCC(=O)NC12CC3CC(CC(C3)C1)C2 | -4 | -12
CC(=O)c1cnn(-c2cc(Oc3ccc(F)cc3)ncn2)c1C | -4 | nt
CCn1c(=O)c(=O)n(CC)c2cc(S(=O)(=O)Nc3cccc(OC)c3)ccc21 | -13 | -9
Cc1ccc(C(=O)CCNc2ccc(Br)cc2)o1 | -3 | -22
Cc1cc(C)c(S(=O)(=O)Nc2cccc3nsnc23)c(C)c1 | nt | 19
CCOC(=O)c1cnc(SC)nc1Oc1cccc(NC(=O)c2ccc(Cl)cc2)c1 | -17 | nt
CC1=C(C(=O)OCc2ccccc2)C(c2cccnc2)c2c(n(C)c(=O)n(C)c2=O)N1 (stereo unspecified) | 12 | nt
Cc1ccc(-c2cc3nc(C)cc(NCc4ccco4)n3n2)cc1 | -28 | -13
CC(O)c1nc2ccccc2n1CCOc1ccccc1 (stereo unspecified) | 4 | nt

Carrying on.
compound | RmlC RmlD mix | HIV RNase H inh
CN1C2CCC1/C(=C\c1ccccc1)C(=O)/C2=C\c1ccccc1 | 1 | nt
CC1CCN(CC(=O)Nc2sc3c(c2C#N)CCC3)CC1 | 9 | -23
Cc1cc(C)n(-c2ccc(C(=O)Nc3ccccc3N3CCOCC3)cc2)n1 | 13 | -1
CC(C#Cc1c([C@@H](C)Oc2ccccc2)nnn1Cc1ccccc1)Oc1ccccc1 (stereo partly specified) | 10 | nt
CSC1=NCCN1C(=O)c1cccc(Br)c1 | 2 | -24
COc1ccc(-c2nc(SC)n(C)c(=O)c2C#N)cc1OC | -12 | -43
Cc1ccc(C(=O)CS(C)(=O)=O)cc1 | nt | -7
Cn1c(=O)c2c(-c3ccccc3)n(CCCN3CCOCC3)cc2n(C)c1=O | 8 | -5
CCOC(=O)c1cccc(Nc2ncnc3ccc(C)cc23)c1 | -23 | nt
O=C1Cn2c(nc3ccccc32)N1c1ccccc1F | 0 | -11
c1cc2ccc3ccc(-n4cnnn4)c4ccc(c1)c2c34 | -200 | nt
COc1ccccc1OCCn1cc(C(=O)c2ccco2)c2ccccc21 | -6 | -4
O=C(O/N=C1\CCS(=O)(=O)c2sccc21)c1ccccc1 | 2 | nt
COC(=O)CCC(=O)Nc1sc2c(c1C#N)CCCC2 | 10 | -2
CC(C)(C)C1CCc2onc(C(=O)Nc3cccnc3)c2C1 (stereo unspecified) | 5 | 0
N#Cc1nc(-c2ccco2)oc1N1CCN(c2ccccc2)CC1 | 1 | -4
Cn1c(=O)oc2cc(S(=O)(=O)N3CCN(Cc4ccc5c(c4)OCO5)CC3)ccc21 | 2 | -1
O=C(CN1CCC(n2nnc3cc(F)ccc32)CC1)NNC(=O)c1ccccc1 | -8 | nt
COC(=O)C1=C(C)OC(N)=C(C#N)C1c1ccccc1F (stereo unspecified) | -7 | -65
Cc1ccc2nc(-c3sc4nc(C)ccc4c3N)[nH]c2c1 | -26 | nt
CCOC(=O)N1CCC(NC(=O)Cc2ccc(-n3c(=O)[nH]c4ccccc4c3=O)cc2)CC1 | nt | -6
Cc1cc(C)cc(NC(=O)c2ccc(Cn3nc(C)c(Cl)c3C)o2)c1 | 10 | nt
CN(c1ccc(OCC(=O)Nc2ccc3[nH]c(=O)[nH]c3c2)cc1)S(=O)(=O)c1ccc(Cl)cc1 | -10 | nt
CC(C)n1c(SCC(=O)N2CCCc3ccccc32)nc2c1c(=O)n(C)c(=O)n2C | nt | -16
Cc1[nH]c2ccccc2c1C(c1ccccn1)N1CCC(C)CC1 (stereo unspecified) | -15 | nt
COC(=O)c1cccc(NC(=O)CN(c2ccc3c(c2)OCO3)S(C)(=O)=O)c1C | 2 | -1
COc1ccc(-n2nnnc2SCC(=O)NCCc2ccc(OC)c(OC)c2)cc1 | -7 | -1
NC(=O)c1sc2nc3c(c(-c4cccnc4)c2c1N)CCC3 | -13 | nt
Cc1ccc(S(=O)(=O)N(C)CC(=O)Nc2nc3ccccc3s2)cc1 | 19 | -7
Cc1nn2c(N)c(C#N)cnc2c1-c1ccccc1 | 2 | nt
O=[N+]([O-])c1ccc(N2CCN(S(=O)(=O)Cc3ccccc3)CC2)cc1N1CCOCC1 | 6 | nt
Cc1ccccc1NC(=O)CSc1nc(N)c(C#N)c(-c2cccs2)c1C#N | 20 | 40
Cc1ccc(C(=O)C2CCN(CC(=O)Nc3ccc(N(C)C)cc3)CC2)cc1 | -9 | 9
CC(=O)c1ccc(NC(=O)CSc2nnc(-c3ccoc3C)n2Cc2ccccc2)cc1 | -13 | -15
CC(C)OCCCn1c(=S)[nH]c2ncccc2c1=O | nt | -2
COC(=O)c1cc2c(s1)=NC=NP=2(N1CCOCC1)N1CCOCC1 | -11 | -3
CCOC(C(=O)OCCCN(CC)CC)(c1ccccc1)c1ccccc1 | -8 | nt
O=C(Cc1coc2ccc3ccccc3c12)N1CCCC1 | -7 | -16
Cc1nc2ccccc2cc1C(=O)NCc1ccco1 | -5 | 6
CCN(CC)Cc1cc(CC(C(N)=O)C(N)=O)ccc1OC | 10 | 6
Cc1cc(OCc2nn[nH]n2)c2c(C)c(Cc3ccccc3)c(=O)oc2c1 | 19 | -3
